Compound activity (PubChem BioAssay)
EBNA-1 inh = EBNA-1 DNA-binding inhibitors, primary screen, biochemical, fluorescence polarization. inhibition, % at 14.8 µM. 300,000 compounds, 0.34% hits; in the data active = inhibition above about 28%
ZTA counter = ZTA (EBV) inhibition in EBNA-1 counter-screen; P03206; ZTA-DNA binding, fluorescence polarization; inhibition, % at 11 µM; 320,000 compounds, 0.15% hits; in the data active = inhibition above about 33%
JMJD2C inh = inhibitors of GASC-1 histone demethylase, primary screen, biochemical, fluorescence, DELFIA europium | 330,000 compounds, 0.069% hits | inhibition, % at 2.35 µM | GST-JMJD2C(1-420) H3K9me3 demethylation | AID 2099, 2009 | Lysine-specific demethylase 4C (Homo sapiens), Q9H3R0;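 active = more than half of a compound's replicate wells show inhibition beyond 50%, single wells judged on their own value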;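 note: signal counts dimethyl H3K9 product captured on neutravidin plate; 0% = median of DMSO wells and 100% = 0.3 times that DMSO median; strong numbers were not always called active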
Fh CTSL1 inh = Fasciola hepatica cathepsin L1 inhibitors, primary screen, counter-screen for PFM18AAP inhibitor project, biochemical, QFRET, fluorogenic peptide substrate | recombinant F. hepatica cathepsin L1, Z-Leu-Arg-MCA fluorescence | inhibition, % at 5.96 µM | 300,000 compounds, 0.49% hits;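 active = inhibition above the mean of all tested compounds plus 3 SD, set per screening campaign, cut at about 17% in these data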;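 note: 0% = plate median of test compound wells and 100% = 1 µM Z-Phe-Ala-diazomethylketone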
TPT1 inh = Candida albicans TPT1 enzyme inhibitors, primary screen, biochemical, fluorescence polarization; tRNA 2'-phosphotransferase TPT1 (Candida albicans SC5314); recombinant caTPT1, FP RNA substrate dephosphorylation; inhibition, % at 5 µM; 300,000 compounds, 0.81% hits; AID 1962, 2009;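 active = inhibition above the mean of all tested compounds plus 3 SD, set per screening campaign, cut at about 24% in these data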;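 note: plate controls were DMSO alone for no effect and ferristatin control at 100 nM for full effect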
PP5 inh = PP5 phosphatase inhibitors, primary screen, biochemical, fluorescence; Serine/threonine-protein phosphatase 5 (Homo sapiens), P53041; purified PP5c, OMFP substrate fluorescence; inhibition, % at 6.7 µM; 320,000 compounds, 0.18% hits;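 active = inhibition above the campaign's mean inhibition across all tested compounds plus 3 SD, cut at about 9.5% in these data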;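 note: 0% = DMSO only and 100% = 100 µM cantharidin control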
Target sequence (P53041 whole entry, looked up): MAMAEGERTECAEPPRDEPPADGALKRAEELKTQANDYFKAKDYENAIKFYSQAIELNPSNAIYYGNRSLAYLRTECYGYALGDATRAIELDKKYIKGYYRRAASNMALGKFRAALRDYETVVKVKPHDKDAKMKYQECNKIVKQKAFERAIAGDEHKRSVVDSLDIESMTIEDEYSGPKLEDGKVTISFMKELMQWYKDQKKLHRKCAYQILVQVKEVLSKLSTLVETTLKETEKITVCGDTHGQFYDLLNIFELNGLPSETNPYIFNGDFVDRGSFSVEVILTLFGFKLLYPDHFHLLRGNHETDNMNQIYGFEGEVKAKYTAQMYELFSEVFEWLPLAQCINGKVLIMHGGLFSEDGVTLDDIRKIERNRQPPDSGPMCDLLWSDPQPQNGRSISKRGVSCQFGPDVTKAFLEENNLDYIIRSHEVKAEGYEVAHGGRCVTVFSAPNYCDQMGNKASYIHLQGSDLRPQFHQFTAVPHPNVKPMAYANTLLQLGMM
CR mimetic SO = reduction of superoxide in aged yeast, primary screen, HTS; AID 2690, 2010; 330,000 compounds, 0.18% hits; superoxide response (% of plate mean), % at 10 µM; S. cerevisiae aged cells, superoxide DHE fluorescence; stronger effect = lower value;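 active = superoxide response under a set limit, about three screen SD below normal, cut at about 65% in these data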;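 note: yeast aged for seven days with compound at 30 °C before DHE staining; 100% = average MFI of all compound-treated wells on the plate with controls excluded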
HCV core dimer = inhibitors of HCV core protein dimerization, primary screen, biochemical, TR-FRET, high-throughput | TR-FRET GST/Flag-core106 dimerization, 1536-well | inhibition, % at 5 µM | 300,000 compounds, 0.33% hits | AID 1899, 2009;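 active = inhibition above the mean of all tested compounds plus 3 SD, set per screening campaign, cut at about 45% in these data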
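Assay system: GST-tagged and Flag-tagged HCV core protein residues 1-106 / Times: compound-protein-antibody incubation 4 h at 22.5 °C / Signal: time-resolved FRET, ex 340 nm, em 617 and 671 nm / Evaluation: % inhibition based on acceptor/donor emission ratio / Benchmarks: wells lacking GST-core106 and wells with excess unlabelled core106 / Repeats: singlicate, one well per compound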
PP1 counter = PP1-alpha phosphatase inhibitors, primary screen, counter-screen for PP5 inhibitor project, biochemical, fluorescence, OMFP substrate, single point; Serine/threonine-protein phosphatase PP1-alpha catalytic subunit (Homo sapiens), P62136; purified PP1alpha; inhibition, % at 6.7 µM; 320,000 compounds, 0.9% hits; AID 2235, 2010;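 active = inhibition above the mean inhibition of all tested compounds plus 3 SD, computed separately for each screening campaign, cut at about 15% in these data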
Target sequence (P62136 whole entry, looked up): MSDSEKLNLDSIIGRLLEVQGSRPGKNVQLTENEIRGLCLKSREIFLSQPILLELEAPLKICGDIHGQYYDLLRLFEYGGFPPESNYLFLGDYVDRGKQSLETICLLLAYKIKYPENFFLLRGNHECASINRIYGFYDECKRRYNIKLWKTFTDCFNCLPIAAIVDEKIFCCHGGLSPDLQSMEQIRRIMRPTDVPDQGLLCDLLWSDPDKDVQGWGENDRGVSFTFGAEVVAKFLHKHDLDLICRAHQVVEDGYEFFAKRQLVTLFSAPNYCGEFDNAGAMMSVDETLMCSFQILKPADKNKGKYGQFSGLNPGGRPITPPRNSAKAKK
Active calls of the source: *; . = not tested or not shown.

SMILES	EBNA-1 inh	ZTA counter	JMJD2C inh	Fh CTSL1 inh	TPT1 inh	PP5 inh	CR mimetic SO	HCV core dimer	PP1 counter
O=C(NCCO)c1ccc2nc(Cc3cccc(Cl)c3)oc2c1	-7	-4	-16	-7	0	-0.3	111	2	-2
Cc1ccc(N(CC(=O)NCc2ccccc2Cl)S(=O)(=O)c2cccs2)cc1	5	7	-5	5	3	1.2	108	6	0
O=C1NC(=S)CN1c1ccccc1	-5	-3	6	-2	-19	-0.7	94	1	-2
COCCCNC(=S)NNC(=S)Nc1ccccc1	-5	2	-7	-2	-2	3.7	108	0	-2
O=C(CN1C(=O)NC2(CCCCC2)C1=O)Nc1ccc(N2CCOCC2)cc1	2	9	-2	-2	2	1.8	110	-7	-1
CC(/C=C/c1ccc2c(c1)OCO2)=N/NC(=O)c1ccc(C)nc1	10	0	2	3	0	0.8	90	-18	0
CS(=O)(=O)c1ccc(Cl)c(NC(=O)CN2C(=O)C3CCCCC3C2=O)c1 (stereo not drawn)	-2	0	10	0	1	1.0	111	-9	-11
CCOC(=O)[C@@H]1[C@H]2COc3ccc(Br)cc3[C@@H]2N2C(=O)N(c3ccc(C(F)(F)F)cc3)C(=O)[C@@]12C	-4	-6	-2	3	-5	7.0	97	-10	6
COc1ccc(C)cc1NC(=O)C(OC(=O)CNC(=O)c1cc(C)cc(C)c1)c1ccccc1 (stereo not drawn)	1	6	0	-7	-3	4.2	103	14	1
CCCC1(c2ccccc2)NC(=O)N(CC(=O)Nc2cc(C)on2)C1=O (stereo not drawn)	2	-16	0	-4	2	-0.9	113	-3	0
CCOc1ccc(C2C(C#N)=C(N)Oc3cc(C)oc(=O)c32)cc1 (stereo not drawn)	0	5	8	-1	0	-4.0	102	0	0
O=C(Nc1ccc(Cl)cc1)Nc1nnc(CSCc2ccccc2)s1	0	-11	4	4	3	2.2	113	26	-2
Cc1ccc(C(C(=O)NC2CCCCC2)N(Cc2ccco2)C(=O)Cn2cnc3ccccc32)cc1 (stereo not drawn)	-1	1	2	-2	0	4.5	103	24	5
CCc1noc(C)c1C(=O)N1CCN(S(=O)(=O)c2cccs2)CC1	0	1	-4	-5	-1	0.7	102	-3	-5
CCOCCCn1c(=NC(=O)c2cccs2)c(C#N)cc2c(=O)n3cccc(C)c3nc21	-18	-12	7	1	-37	1.3	130	11	2
CCOC(=O)c1ccc(NC(=S)N(CCN(C)C)C(C)c2ccncc2)cc1 (stereo not drawn)	8	-11	-3	0	0	1.1	92	4	-1
Cc1[nH]c2ccccc2c1C(=O)CN1CCCCC1C (stereo not drawn)	4	12	-1	3	13	1.8	91	0	-3
O=C(NC1CCSc2ccccc21)c1ccccc1Br (stereo not drawn)	0	7	4	0	-1	3.6	95	-1	0
O=C(COC(=O)CNC(=O)c1ccc(Cl)cc1Cl)Nc1cccc(S(=O)(=O)N2CCCC2)c1	-8	-8	52	-2	0	1.2	100	9	-6
CN(Cc1ccncn1)C(=O)C1CCC(=O)N(Cc2cccc(C(F)(F)F)c2)C1 (stereo not drawn)	-1	-7	3	2	4	-0.6	107	-3	-1
Cc1c(C(=O)NCc2ccco2)oc2ccc(S(=O)(=O)N3CCC4(CC3)OCCO4)cc12	-5	8	-6	-1	1	0.7	95	14	-2
CN(C)C(=O)c1ccc(NC(=O)COC(=O)CC23CC4CC(CC(Br)(C4)C2)C3)cc1	1	3	0	2	1	1.2	116	-1	1
CCOC(=O)/C(=N/Nc1ccccc1)Sc1nnnn1-c1ccc(C)cc1	12	19	4	-4	-5	-2.3	96	1	0
O=C(c1cccc(C(=O)N2CCN(c3ccccc3F)CC2)c1)N1CCN(c2ccccc2F)CC1	0	12	27	0	4	3.3	97	15	-4
O=C(C1=C[C@H](c2ccc3c(c2)OCO3)C[C@H](OCCCCO)O1)N1CCOCC1	5	-6	2	4	-4	0.6	.	-4	-2
O=C(O)c1nc(N2CCCC2)ncc1Cl	-4	9	-10	2	-1	0.5	99	-2	0
CN(C)S(=O)(=O)c1cccc(C(=O)NCC(C)(C)CNC(=O)c2cccc(S(=O)(=O)N(C)C)c2)c1	-8	7	-14	-5	-2	2.0	101	1	0
Cc1cc(C(=O)Nc2nc3ccc(S(C)(=O)=O)cc3s2)c(C)o1	-12	5	3	3	8	0.2	89	-3	-4
Nc1c(N(CCO)C(=O)C2CCCCC2)c(=O)[nH]c(=O)n1Cc1ccccc1	11	2	-9	24*	-4	-2.2	104	6	-3
CCN(Cc1ccccc1)CC(O)COc1ccccc1 (stereo not drawn)	-6	-2	-4	-1	4	1.1	101	-3	3
O=C(COc1ccc2c(c1)C(=O)CC1(CCCCC1)O2)NCc1ccccc1	2	-14	7	1	-2	1.0	95	4	2
COc1cc(-c2noc(CCC(=O)NC3CCCC3)n2)cc(OC)c1OC	-2	9	-15	-4	1	1.0	94	12	-4
CCOCCCNC(=O)COc1ccc(OC)cc1	0	2	-19	2	2	-1.6	99	-5	-4
COc1ccc(-c2cc([C@H]3[C@@H]4C=CCC[C@@]4(C)C(=O)N3Cc3ccccc3)ccc2F)cc1OC	1	9	-2	-1	0	1.9	95	5	-1
Cc1cc2ccccc2c(=O)n1CC(=O)NCC(=O)N1CCN(c2ccccc2)CC1	7	14	2	-4	0	0.7	111	0	-1
O=C(Nc1nccs1)C(Br)C(Br)c1ccccc1 (stereo not drawn)	8	12	7	1	0	0.4	108	6	4
OCc1cnc(SCc2ccccc2)n1Cc1ccccc1	7	14	9	1	0	-1.4	100	0	-5
CCOc1ccc(CCNC(=O)COC(=O)c2cc([N+](=O)[O-])ccc2N2CCOCC2)cc1OCC	-3	10	-10	-11	0	-4.3	80	3	-4
Cc1ccc(C2N(c3ccccc3)C(=O)N3CCCN23)cc1 (stereo not drawn)	-20	-19	9	10	0	-4.5	75	-4	-4
CCOC(=O)C1CCCN(C2=NC(=O)/C(=C/c3ccc(OC)cc3)S2)C1 (stereo not drawn)	-6	-9	2	-4	3	1.8	104	0	-1
Cc1cc2oc(=O)cc(CN3CCc4ccccc43)c2cc1Cl	-18	-7	23	7	8	1.3	105	28	8
Cc1sc2ccccc2[n+]1CC(=O)O	-14	5	6	-2	0	-2.2	102	-3	-4
CCOc1ccc(S(=O)(=O)NCCN2CCOCC2)c2ccccc12	-2	8	-2	-1	-1	-1.4	101	1	-4
COCCCNS(=O)(=O)c1ccc(Oc2ncc(C(F)(F)F)cc2Cl)cc1	-4	10	-5	-1	3	3.6	112	0	7
COc1ccc(Cl)cc1NC(=O)CCN1CCOCC1	5	3	-3	-1	-4	-0.6	96	0	-3
O=C(NCc1ccccn1)C1CCN(S(=O)(=O)c2cccs2)CC1	-4	-9	9	-2	-3	1.4	80	-5	1
CCN1C(=O)C(O)(CC(=O)c2cc(C)ccc2C)c2ccccc21 (stereo not drawn)	5	6	-8	6	-3	-1.1	87	1	-3
CN(C)c1ccc(CNc2ccc3c(c2)ncn3C)cc1	11	-17	1	0	-2	-1.0	95	-1	-2

6 records picked at random from those above:
SMILES	EBNA-1 inh	ZTA counter	JMJD2C inh	Fh CTSL1 inh	TPT1 inh	PP5 inh	CR mimetic SO	HCV core dimer	PP1 counter
O=C(C1=C[C@H](c2ccc3c(c2)OCO3)C[C@H](OCCCCO)O1)N1CCOCC1	5	-6	2	4	-4	0.6	.	-4	-2
COc1ccc(Cl)cc1NC(=O)CCN1CCOCC1	5	3	-3	-1	-4	-0.6	96	0	-3
CCOCCCNC(=O)COc1ccc(OC)cc1	0	2	-19	2	2	-1.6	99	-5	-4
CCc1noc(C)c1C(=O)N1CCN(S(=O)(=O)c2cccs2)CC1	0	1	-4	-5	-1	0.7	102	-3	-5
CN(C)c1ccc(CNc2ccc3c(c2)ncn3C)cc1	11	-17	1	0	-2	-1.0	95	-1	-2
COCCCNC(=S)NNC(=S)Nc1ccccc1	-5	2	-7	-2	-2	3.7	108	0	-2

Later entries:
SMILES	EBNA-1 inh	ZTA counter	JMJD2C inh	Fh CTSL1 inh	TPT1 inh	PP5 inh	CR mimetic SO	HCV core dimer	PP1 counter
COC(=O)[C@@]1(Cc2ccc(F)cc2)[C@H]2c3cc(C(=O)N4CCCC4)n(Cc4ccc(C(F)(F)F)nc4)c3C[C@H]2CN1C(=O)c1ccccc1	-4	-19	8	2	-2	3.5	96	11	4
CC(C)(C)c1csc(NC(=O)Nc2ccccc2)n1	15	2	10	4	-2	4.7	78	3	5
COc1ccc(Nc2cc(C(=O)NCc3ccccn3)c3ccccc3n2)c(OC)c1	8	1	2	-1	2	2.8	101	-15	1
O=C(CN1CCCCCC1)Nc1ccc(Br)cc1	1	-7	-25	-1	-2	0.1	91	-8	-4
Cc1ccc(S(=O)(=O)N(C)CC(=O)Nc2nc3ccccc3s2)cc1	-9	2	-8	2	3	5.4	90	-6	0
CCOC(=O)N1CCN(C(=O)C2CCN(C(=O)c3ccc([N+](=O)[O-])cc3)CC2)CC1	7	7	-3	1	-1	-2.0	106	-3	-4
COc1ccc2c3c([nH]c2c1)C1CC2C(CC(O)C(OC)C2C(=O)O)CN1CC3 (stereo not drawn)	-13	-2	-28	0	9	4.2	102	-2	-4
O=[n+]1c2c(n([O-])c3cc(F)ccc31)CCCC2	5	-1	-13	3	-3	3.0	103	-6	-3
COc1cc(C2/C(=C(/O)c3ccc(F)cc3)C(=O)C(=O)N2CCCC(=O)O)ccc1O (stereo not drawn)	-6	20	-2	-2	-2	1.9	99	-1	2

2 of the compounds above, with values under each structure.
Sequence of screens: EBNA-1 inh	ZTA counter	JMJD2C inh	Fh CTSL1 inh	TPT1 inh	PP5 inh	CR mimetic SO	HCV core dimer	PP1 counter
CCOC(=O)N1CCN(C(=O)C2CCN(C(=O)c3ccc([N+](=O)[O-])cc3)CC2)CC1
  7	7	-3	1	-1	-2.0	106	-3	-4
O=C(CN1CCCCCC1)Nc1ccc(Br)cc1
  1	-7	-25	-1	-2	0.1	91	-8	-4
